Assay outcomes deposited in PubChem BioAssay by Broad Institute.
PAX8 inh HTS: PAX8 transcriptional activity inhibition. RMG-I TPO-luciferase reporter, SteadyGlo, 24 h. inhibition, % at 12.6 µM. hit rate 1.2% among 360,000. AID 652154;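 active = mean replicate inhibition at least 60% with every replicate also reaching 60%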;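 also: luciferase light reporting Pax8 driven TPO promoter activity; plate controls were median of neutral control wells for no effect and mitoxantrone controls for full effect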
miR122 inh: blocks miR-122 activity in Huh7 sensor cells | Huh7 miR-122 Renilla luciferase sensor, 48 h; neutral wells = 0, positive control = 100 | activation (reporter increase), % at 12.5 µM | hit rate 0.3% among 340,000 | AID 602342;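 active = mean replicate activation score at least 90 and every replicate individually at or above 90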;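 also: higher luciferase means less miR-122 activity so hits act as miR-122 inhibitors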
FN deposition inh: fibronectin deposition inhibition; AH1F fibroblasts, Alexa488-fibronectin deposition fluorescence, overnight; inhibition, % at 12.6 µM; hit rate 0.086% among 350,000;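 active = mean inhibition across replicates of 30% or more, regardless of how many single replicates reach that level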;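 also: positive control wells lacked labelled fibronectin entirely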
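Assay system: AH1F fibroblasts assembling fluorescent fibronectin matrix; Amount: 10000 AH1F cells per well; Buffer or medium: DMEM, 2% serum; Probe or stimulus: Alexa488-fibronectin, 24 nM final in well; Doses: single compound dose, delivered by pin transfer; Incubation: 1 h adhesion, overnight exposure; Measured by: fluorescence 485/525 nm; Read-out: fibronectin deposition inhibition.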
INS-1E GSIS act: GLuc luminescence reporter in INS-1E cells, primary screen for activators of glucose-dependent secretion of insulin; INS-1E GLuc reporter insulin secretion, 2-3 h; activation, % at 16.6 µM; hit rate 0.61% among 370,000;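 active = lowest replicate activation of at least 40%, so every replicate reaches that level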;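 also: 0% = median of neutral control wells and 100% = median of IBMX positive control wells; some compounds called inactive have numbers as strong as hits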
F508del corr: CFTR F508del correction in bronchial cells; CFBE cells, YFP halide quenching; stimulated with forskolin plus potentiator P3; % fluorescence drop versus neutral controls; activity (quench increase), % at 7.58 µM; hit rate 0.36% among 350,000;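 active = mean added fluorescence quench of at least 8% versus neutral control, with both replicates also reaching 8%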;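 also: cells transiently co-express mutant CFTR-F508del with the halide-sensitive YFP; corrector assay measuring rescue of mutant channel to the surface after 24 h compound exposure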
EWS-Fli block: inhibitors of EWS/Fli oncoprotein transcriptional activity. A673 NR0B1-luciferase reporter, viability-normalised. inhibition, % at 12.6 µM. hit rate 0.67% among 350,000. AID 651661;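 active = mean inhibition of at least 50% after viability correction, with every replicate also passing that limit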;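 also: firefly luciferase signal divided by Alamar Blue viability fluorescence both relative to DMSO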
DENV2 CPE rescue: DENV2-induced cell death inhibition; AID 651640; DENV2-infected cells, cytopathic effect rescue, plate reader; hit rate 1.7% among 350,000; CPE inhibition, % at 9.99 µM; in the data active = CPE inhibition above about 20%, passing the limit was not always enough; tested in BHK-21 cells;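 also: 0% = median of neutral control wells and 100% = median of positive control wells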
* = called active by the depositor; . = no result given; [ ] = dose if it differs, or a comment.

entry	SMILES	PAX8 inh HTS	miR122 inh	FN deposition inh	INS-1E GSIS act	F508del corr	EWS-Fli block	DENV2 CPE rescue
1	O=C(NC1CCCC1)C1CCCN1S(=O)(=O)c1cccc2cccnc12 (stereo not drawn)	-14	1	-9	-3	0.4	-1	-2
2	O=[N+]([O-])c1ccccc1N/N=C/c1ccc2c(c1)OCO2	-178	8	3	4	-1.5	-45	0
3	Cc1ccccc1Nc1nc(N)nc(COC(=O)[C@@H](NC(=O)c2c(F)cccc2F)C(C)C)n1	-19	2	-8	-13	0.5	-2	6
4	COc1ccc(OC)c(NC(=O)CSc2nnc(CNC(=O)c3cc(OC)c(OC)c(OC)c3)o2)c1	4	-5	10	3	1.0	.	0
5	COc1nc(NC2CCCCC2)nc(NC(C)(C)C)n1	-39	.	-4	.	-0.1	-40	-4
6	COc1ccc(-c2cnc3c(c2)C(=O)N([C@H](C)CO)C[C@H](C)[C@@H](CN(C)C(=O)C2CCCCC2)O3)cc1	-7	13[16.7 µM]	.	-9	-0.7	-2	8
7	COc1cc(OC)cc(-c2oc(=O)c3cc(OC)c(OC)cc3c2C#CCCO)c1	0	-1	-12	32	1.4	3	30*
8	COc1ccc(S(=O)(=O)N(C)C[C@@H]2OCCCC[C@@H](C)Oc3ccc(NC(=O)Nc4cccc5ccccc45)cc3C(=O)N([C@H](C)CO)C[C@@H]2C)cc1	-3	4[16.7 µM]	.	5	-1.5	5	-3
9	COCCCC1CCN(C(=O)C2CCC(=O)N(C3CCCCCC3)C2)CC1 (stereo not drawn)	15	.	-6	-3	2.9	3	0
10	Cc1ccccc1-n1nc(C)c2cc(C(=O)N3CCN(S(=O)(=O)c4ccc(F)cc4)CC3)sc21	.	-13	6	-21	.	.	.

Reprinted from the part before: two entries, followed by the next part.
entry	SMILES	PAX8 inh HTS	miR122 inh	FN deposition inh	INS-1E GSIS act	F508del corr	EWS-Fli block	DENV2 CPE rescue
9	COCCCC1CCN(C(=O)C2CCC(=O)N(C3CCCCCC3)C2)CC1 (stereo not drawn)	15	.	-6	-3	2.9	3	0
10	Cc1ccccc1-n1nc(C)c2cc(C(=O)N3CCN(S(=O)(=O)c4ccc(F)cc4)CC3)sc21	.	-13	6	-21	.	.	.
11	Nc1c(C(=O)NCc2ccco2)sc2nc3c(cc12)C(=O)CCC3	.	.	.	1	0.7	-33	8
12	O=c1[nH]c(=O)n(C(c2ccccc2)(c2ccccc2)c2ccccc2)cc1N(CCO)CCO	22	.	.	-35	-1.7	1	-1
13	O=C(C[C@@H]1CC[C@@H]2[C@H](COC[C@@H](O)CN2C(=O)c2cccnc2)O1)NCc1ccc(-c2ccccc2)cc1	11	6[16.7 µM]	-3	2	-4.8	0	-6
14	O=C(C[C@@H]1CC[C@@H]2[C@H](COC[C@H](O)CN2C(=O)Nc2ccc(C(F)(F)F)cc2)O1)NCCc1ccncc1	-8	4[16.7 µM]	-1	-18	-1.8	-12	1
15	CCOc1ccc(CN2CCNC(=O)C2CC(=O)NCCc2nc(C)c3c(n2)CCC3)cc1 (stereo not drawn)	-6	-11	-2	10	0.3	1	1
16	CC(C)C#Cc1cnc2c(c1)C(=O)N([C@@H](C)CO)C[C@@H](C)[C@@H](CN(C)C(=O)Nc1cc(F)ccc1F)O2	.	-10[16.7 µM]	.	-14	2.8	-1	2
17	Cc1cc(C)nc(SCc2cc(=O)c(OC(=O)c3ccc(S(=O)(=O)N4CCCC4)cc3)co2)n1	-3	.	-4	10	2.5	2	.
18	O=S(=O)(NC[C@H]1CC[C@@H]2[C@@H](CN2Cc2cccc(-c3ccccn3)c2)O1)c1ccccc1	-6	.	.	.	0.1	7	-6
19	CCCNC(=O)C1CCC(CNS(=O)(=O)c2ccc3c(c2)N(C(C)=O)CCO3)CC1 (stereo not drawn)	-3	-6	1	23	-2.6	.	-1
20	O=C(Nc1ccc(F)cc1)c1cncs1	1	-7	3	-20	0.7	-5	-6
21	COc1ccccc1OCC(=O)Nc1ccc2c(c1)OCCO2	-143	0	-2	10	-1.4	-14	-3
22	Cc1cc(OC(C)C(=O)NCc2cccnc2)c2c(C)c(Cc3ccccc3)c(=O)oc2c1 (stereo not drawn)	9	1	4	0	-0.8	.	-6
23	COc1ccc(NC(=O)N[C@H]2CC[C@@H](CC(=O)NC3CCCCC3)O[C@@H]2CO)cc1	2	.	5	-2	-5.0	-2	-2
24	COc1cccc(S(=O)(=O)N2CCCCN3[C@H](CO)[C@H](c4ccc(-c5ccncc5)cc4)[C@H]3C2)c1	-20	0[16.7 µM]	.	4	1.0	7	-1
25	CNC(=S)N/N=C/c1c(C)cccc1Cl	-13	-9	7	1	-0.5	0	0
26	Cc1ccc(-n2nc3c(c2NC(=O)C2CC2)CS(=O)(=O)C3)cc1C	-2	.	10	9	0.8	.	-2
27	C[C@H](CO)N1C[C@H](C)[C@@H](CN(C)Cc2ccc(Cl)c(Cl)c2)Oc2ccc(NC(=O)Nc3ccccc3)cc2C1=O	.	1[16.7 µM]	.	-17	1.1	4	.
28	CC(=O)NC[C@H]1[C@H](c2ccc(-c3ccccc3)cc2)[C@H](CO)N1C(=O)C1CC1	2	-12[16.7 µM]	-5	-7	0.2	-3	2
29	CC(N=c1ccccn1C(=O)Nc1cccc(C(F)(F)F)c1)c1ccco1 (stereo not drawn)	9	4	-5	-30	.	.	.
30	O=C(CSc1nnc(NC2CCCCC2)s1)NN1C(=O)NC2(CCCCC2)C1=O	4	-3	.	13	.	9	.

Look-ups from the results shown:
Result for O=C(CSc1nnc(NC2CCCCC2)s1)NN1C(=O)NC2(CCCCC2)C1=O under miR122 inh: -3
Result for C[C@H](CO)N1C[C@H](C)[C@@H](CN(C)Cc2ccc(Cl)c(Cl)c2)Oc2ccc(NC(=O)Nc3ccccc3)cc2C1=O under INS-1E GSIS act: -17
Result for CNC(=S)N/N=C/c1c(C)cccc1Cl under DENV2 CPE rescue: 0
Result for Cc1ccc(-n2nc3c(c2NC(=O)C2CC2)CS(=O)(=O)C3)cc1C under F508del corr: 0.8

More records
entry	SMILES	PAX8 inh HTS	miR122 inh	FN deposition inh	INS-1E GSIS act	F508del corr	EWS-Fli block	DENV2 CPE rescue
31	CCNc1nc(NC(C)C)nc(NC(C)(C)C)n1	9	.	-7	31	2.0	15	7
32	O=C(CCN1C(=O)[C@@H]2Cc3ccccc3CN2C1=O)NCc1ccccc1	-18	.	5	1	2.2	0	3
33	COc1ccc(NC(=O)N(C)C[C@@H]2OCCCC[C@@H](C)Oc3ccc(NC(=O)CCCN(C)C)cc3C(=O)N([C@H](C)CO)C[C@H]2C)cc1	-11	-2[16.7 µM]	.	4	-0.9	-3	1
34	CC1CCN(C(=O)c2cc3c(ccc4ccccc43)o2)CC1	-107	.	-3	-7	2.4	.	10
35	CC(C)(C)OC(=O)NCCC(=O)N/N=C/c1cccc2nccnc12	18	.	3	19	1.2	5	10
36	O=C(c1cccnc1Nc1ccccc1F)N1CCOCC1	13	-4	-8	10	0.4	-2	-3
37	O=C(Nc1ccc(F)c(F)c1)c1oc2ccccc2c1NC(=O)C1CCCO1 (stereo not drawn)	-113	-2	5	14	1.3	-113	9
38	COC(=O)c1ccc(-c2nc(O)c(C)s2)cc1	-19	.	-28	-4	0.5	5	-3
39	COC(=O)C[C@H]1C=C[C@H](NS(=O)(=O)c2ccc(OC)cc2)[C@H](CO)O1	2	.	5	-7	1.5	2	-1
40	CCn1cc(CN2CCC(n3nccc3NC(=O)CCCc3ccccc3)CC2)c(C)n1	15	-1	-19	17	-3.1	5	-6
41	COCCNC(=O)C(=O)NCC1OCCN1S(=O)(=O)c1ccc(C)cc1 (stereo not drawn)	13	1	4	-15	-0.3	.	-7
42	Cc1ccc(S(=O)(=O)N2CCC(=O)N([C@H](COCc3cccc(C(F)(F)F)c3)C(C)C)CC2)cc1	17	.	10	-39	2.9	8	4
43	O=C(O)CS(=O)CC(=O)Nc1cccc(C(F)(F)F)c1 (stereo not drawn)	-2	.	.	-9	.	-2	3
44	Cc1cccc2[nH]c(CN(C)C(=O)C3CCC(=O)N(C4CC4)C3)nc12 (stereo not drawn)	-4	-2	8	13	-0.1	-1	-3
45	O=C(COC(=O)CNC(=O)c1ccc(Cl)cc1Cl)NCC1CCCO1 (stereo not drawn)	.	.	7	-13	0.0	0	-4
46	Cc1cccc(NS(=O)(=O)c2ccc([N+](=O)[O-])cc2)n1	21	34	7	9	-2.9	11	2
47	O=C(NCCc1ccc([N+](=O)[O-])cc1)c1ccccc1	-46	.	11	.	-1.2	-34	-4
48	C=CCN(C(=O)c1ccccn1)C(C(=O)NCc1ccccc1)c1ccccc1F (stereo not drawn)	-4	.	.	6	0.6	-4	-1
49	CCOc1cc(/C=N\Nc2nc(Nc3ccccc3)nc(N3CCOCC3)n2)ccc1OC(=O)c1ccco1	-2	.	15	-22	.	.	.
50	Cc1ccc(C)c(C(=O)NCc2ccncc2)c1	-5	-5	3	.	.	.	.
51	COc1ccc(NC(=O)Nc2cccc3c2O[C@@H](CN(C)S(C)(=O)=O)[C@H](C)CN([C@@H](C)CO)C3=O)cc1	.	0[16.7 µM]	.	0	1.0	1	-2
52	COc1ccccc1CNC(=O)[C@H](Cc1c[nH]c2ccccc12)NC(=O)[C@@H]1Cc2ccccc2CN1	.	-1	.	10	-1.4	6	18
53	CCOc1ccc(C(=O)N2CCN(c3ncccn3)CC2)cc1	17	0	-3	.	0.6	7	10
54	COc1cc2c(cc1OC)CN(C(=O)CCNS(=O)(=O)c1ccc(Br)cc1)CC2	15	.	-6	0	1.0	6	-2
55	Cc1ccc2ccccc2c1NC(=O)CNCc1ccccc1	-13	7	-2	.	-0.2	12	-6
56	O=C(C[C@@H]1C[C@H]2c3cc(NC(=O)Nc4ccc(F)cc4)ccc3O[C@H]2[C@H](CO)O1)NC1CCCCC1	33	-4[16.7 µM]	-6	-12	-3.8	20	-10
57	CC(=O)Nc1ccc(NC(=O)C(c2ccccc2)c2ccccc2)cc1	-10	-8	6	-2	-2.5	-1	5
58	COc1ccc(S(=O)(=O)N2CCOC23CCN(S(=O)(=O)c2c(C)cc(C)cc2C)CC3)cc1	4	6	6	-42	-2.4	9	-2
59	COc1cc2nc(CCc3ccccc3)oc(=O)c2cc1OC	16	.	18	-3	3.7	6	-3
60	O=C(NCc1cccs1)C1CCCN(S(=O)(=O)c2cccc3cccnc23)C1 (stereo not drawn)	5	31	-1	1	0.5	1	6
61	CC1CCN(C(=O)c2[nH]cnc2C(=O)Nc2ccccc2)CC1	-12	.	1	30	-1.7	8	-13
62	COc1ccc(S(=O)(=O)Nc2ccc3c(c2)C(=O)N([C@H](C)CO)C[C@H](C)[C@H](CN(C)C(=O)Nc2ccccc2)OCCCC[C@H](C)O3)cc1	-1	-7[16.7 µM]	0	-16	-1.6	8	3
63	Cc1ccc(-n2ncc3c(=O)n(Cc4cccnc4)cnc32)cc1	.	3	-13	13	.	.	.
64	Cc1ccc(S(=O)(=O)Nc2ccc3c(c2)C(=O)N([C@@H](C)CO)C[C@@H](C)[C@@H](CN(C)Cc2ccncc2)O3)cc1	1	11[16.7 µM]	.	-1	2.1	0	3
65	CC1CCc2cccc3c(O)cc(=O)n1c23 (stereo not drawn)	-6	.	7	25	-1.0	6	14
66	CCOC(=O)C1=C(C(=O)OCC)C2N(Cc3ccc(Br)cc3)c3ccccc3[C@@]23C[C@@H](C(=O)OC)N(S(=O)(=O)c2ccc(F)cc2)C3=N1 (stereo partly drawn)	-19	.	-3	.	-1.3	-7	10
67	COc1ccc([N+](=O)[O-])cc1/C=N/NC(=O)Cc1ccccc1	-1	.	4	-1	-3.0	2	-1
68	CC(C)c1ccc(NC2CCCN(C(=O)c3cc(C(C)C)nc(N)n3)C2)cc1 (stereo not drawn)	6	-7	9	-10	1.1	3	-4
69	Cc1cc(C(=O)NC2CCCc3ccccc32)ccc1[N+](=O)[O-] (stereo not drawn)	-9	.	5	-5	2.6	-11	6
70	COc1ccccc1CCNS(=O)(=O)c1cc2c3c(c1)C(C)C(=O)N3CCC2 (stereo not drawn)	18	.	1	.	-0.4	9	-3
71	O=C(C1CCN(C2CCN(Cc3ccc4cc(F)ccc4n3)CC2)CC1)N1CCCC1	15	.	-6	6	2.9	14	-4
